Luc counter – Kinase-Glo luciferase inhibition (counter-screen); Potency, µM (highest dose often 38.3 µM), inactives show top-dose activity change, negative = inhibition, hits mostly inhibitors; AID 1379; 200,000 compounds, 0.28% hits; Kinase-Glo luciferase, ATP luminescence, 8 min; also: % is scaled to controls: 0 for no effect and ±100 for the full control effect; nearly all actives have a fitted effect of over 60% in size
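Kinase-Glo luciferase light output from ATP and luciferin was measured with 10 uM ATP, within the enzyme's linear range. Buffer: 50 mM imidazole pH 7.2, 50 mM KCl, 7 mM MgCl2, 0.01% Tween 20, 0.05% BSA; luminescence read after 8 min at ambient temperature.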
Epigenetic reg – epigenetic control regulation, reporter derepression; murine LDR cells, GFP reporter derepression, 30 h; Potency, µM (doses to about 53.9 µM), for inactives: top-dose GFP activation, most hits filed as activators; 280,000 compounds, 0.2% hits; AID 1865; also: % of control where 0% means no effect; nearly all actives have a fitted effect of over 60% in size
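Murine LDR cells carrying a silenced, genomically integrated CMV-driven GFP reporter were exposed to compound for 30 hours at 37 C. After PBS washes, GFP-positive cells (20–120 um objects) were counted by laser-scanning microplate cytometry.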
IMPase Li cell – IMPase inhibition in cells with lithium potentiation. CHO-M1 cells, IP1 TR-FRET (IP-One), carbachol + lithium. Potency, µM (series often up to 59.4 µM), for inactives: top-dose activity, negative = IMPase inhibition, hits mostly inhibitors. 210,000 compounds, 0.35% hits. AID 1457;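 also: IP1 builds up when IMPase is blocked and the TR-FRET signal falls; plate controls were basal vehicle for no effect and high inhibitor control for full effect; nearly all actives have a fitted effect of over 50% in size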
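CHO-M1, 2000 cells/well, 16–30 h culture; cpd + low Li+, 30 min 37C; lysis with d2-IP1/Eu-anti-IP1 Ab, 10 min RT; TR-FRET 665/620 ratio and 620 channel; AC50 via Hill.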
SMN2 splice enh – enhancers of SMN2 splice variant expression; HEK293 SMN2-luciferase splicing reporter, luminescence, 30-36 h; Potency, µM (top dose mostly 46.1 µM), for the others: at the highest dose activity change, positive = activation, hits mostly activators; 210,000 compounds, 2.8% hits; also: % of control where 0% means no effect; nearly all actives have a fitted effect of over 55% in size
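HEK293 cells carry an SMN2 minigene-luciferase reporter in which exon 7 inclusion puts luciferase in frame. Cells were seeded at 2000 cells/well, attached for 10-12 hours, then exposed to compounds for 30-36 hours at 37C before ONE-Glo luminescence.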
GoLoco inh red – inhibitors of human Gai1-RGS12 GoLoco interaction (red fluorophore); Potency, µM (series often up to 61.6 µM), for the others: at the top dose activity, negative = inhibition, most hits filed as inhibitors; P63096; 230,000 compounds, 0.44% hits; AID 880; Gai1:RGS12 GoLoco peptide FP, rhodamine, 10 min; active = well fitted inhibition curve with a large enough effect, not every such curve was filed as active; inactive = no such curve, though single readings can be large or run the other way; also: % is scaled to controls: 0 for no effect and ±100 for the full control effect; nearly all actives have a fitted effect of over 30% in size; many of its hits are not listed in these tables
Target sequence (P63096 whole entry, looked up): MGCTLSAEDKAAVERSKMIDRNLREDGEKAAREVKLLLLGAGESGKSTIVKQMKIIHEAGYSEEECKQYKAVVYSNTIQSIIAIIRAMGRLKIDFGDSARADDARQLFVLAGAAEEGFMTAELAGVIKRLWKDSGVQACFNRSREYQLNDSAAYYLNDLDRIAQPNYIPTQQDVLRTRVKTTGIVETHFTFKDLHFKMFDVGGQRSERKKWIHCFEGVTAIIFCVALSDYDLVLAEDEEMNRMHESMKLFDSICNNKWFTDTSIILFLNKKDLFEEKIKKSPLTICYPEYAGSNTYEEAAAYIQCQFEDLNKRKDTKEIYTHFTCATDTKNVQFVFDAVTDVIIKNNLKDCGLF
RECQ1 helicase – RECQ1 (human) helicase inhibition; RECQ1 DNA unwinding, red fluorescence kinetic read; AID 2549; 240,000 compounds, 0.54% hits; Potency, µM (titrated, usually from 57.3 µM), inactives show top-dose activity, negative = inhibition, actives largely listed as inhibitors;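 also: plate controls were vehicle for no effect and no enzyme for full effect; nearly all actives have a fitted effect of over 30% in size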
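RECQ1T1 50 nM; forked duplex (20 bp + 30-nt ss tails) 200 nM, ATP 2 mM final; pH 8.0, 2 mM MgCl2, 2.5 ug/ml poly(dI-dC); 15 min compound preincubation; discontinuous kinetic read over 2 h at RT.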
JMJD2E inh – blocks human JMJD2E demethylase activity. Potency, µM (doses to about 57.1 µM), inactives show at the highest dose activity change, negative = inhibition, most hits filed as inhibitors. B2RXH2. JMJD2E catalytic domain, FDH-coupled NADH fluorescence (FDH is formaldehyde dehydrogenase). 230,000 compounds, 1.6% hits. AID 2147; active = well fitted inhibition curve with a large enough effect, not every such curve was filed as active; inconclusive = small, poorly fitted or top-dose-only effect, or another doubt; inactive = no such curve, though single readings can be large or run the other way;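 also: 0% = wells with enzyme and -100% = buffer wells without enzyme; nearly all actives have a fitted effect of over 50% in size; many of its hits are not listed in these tables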
Target sequence (B2RXH2 1-337 limits assumed): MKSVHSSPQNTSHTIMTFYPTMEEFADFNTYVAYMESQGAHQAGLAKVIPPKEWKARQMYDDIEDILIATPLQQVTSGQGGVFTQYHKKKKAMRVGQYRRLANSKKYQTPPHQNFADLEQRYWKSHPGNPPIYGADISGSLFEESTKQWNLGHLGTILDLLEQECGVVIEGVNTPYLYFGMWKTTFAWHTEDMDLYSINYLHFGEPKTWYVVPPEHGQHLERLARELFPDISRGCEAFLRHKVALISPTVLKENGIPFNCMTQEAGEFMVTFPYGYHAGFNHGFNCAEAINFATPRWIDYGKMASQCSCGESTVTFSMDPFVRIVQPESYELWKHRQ
NPSR antagonist – neuropeptide S receptor (human) antagonism, cAMP; CHO-NPSR cells, cAMP TR-FRET, antagonist mode; AID 1461; Q6W5P4; 220,000 compounds, 1% hits; Potency, µM (top dose mostly 38.3 µM), inactives show top-dose activity change, negative = inhibition, usual class: inhibitors; also: % is scaled to controls: 0 for no effect and ±100 for the full control effect; nearly all actives have a fitted effect of over 50% in size; many of its hits are not listed in these tables
Target sequence (Q6W5P4 whole entry, looked up): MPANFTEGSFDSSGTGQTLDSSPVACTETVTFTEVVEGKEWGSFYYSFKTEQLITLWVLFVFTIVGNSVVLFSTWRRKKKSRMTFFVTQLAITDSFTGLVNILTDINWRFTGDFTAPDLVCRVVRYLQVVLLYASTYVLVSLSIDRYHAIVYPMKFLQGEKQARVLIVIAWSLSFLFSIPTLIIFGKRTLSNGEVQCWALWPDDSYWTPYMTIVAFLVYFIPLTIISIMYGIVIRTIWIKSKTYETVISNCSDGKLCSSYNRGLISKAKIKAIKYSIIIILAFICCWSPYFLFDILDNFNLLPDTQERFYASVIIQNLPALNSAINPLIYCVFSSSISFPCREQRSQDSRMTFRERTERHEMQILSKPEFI
Numbers without * were called inactive; i = inactive; ? = inconclusive; · = no result given; [ ] = another dose, or the depositor's remark. Unless noted, calls follow the shape of the dose curve; as a rule, active = well fitted curve in the direction sought with a large enough effect; inconclusive = small, poorly fitted or top-dose-only effect, or another doubt; inactive = no such curve, though single readings can be large; an effect the other way counts as inactive or inconclusive. Potency is read from the fitted curve at half-maximal effect. Only part of the results is shown; rates above refer to the full screens.

SMILES | Luc counter | Epigenetic reg | IMPase Li cell | SMN2 splice enh | GoLoco inh red | RECQ1 helicase | JMJD2E inh | NPSR antagonist
COc1ccc(-c2nc(CS(=O)CC(=O)NCc3cccnc3)c(C)o2)cc1 (stereo unspecified) | -3% | -1.4% | -4%[38.3 µM] | -1% | 7% | -12% | ? | -5%[46.1 µM]
O=C(N/N=C/c1ccc([N+](=O)[O-])o1)C1CC1 | -1% | -0.1% | 5% | -12% | 7% | -4% | -11% | -7%
O=C(O)CCCc1nc(-c2ccc(Cl)cc2)no1 | 2% | 2.8% | -8%[38.3 µM] | 3% | 2% | -9% | -1% | -19%[46.1 µM]
COc1ccc(C(=O)CC(c2ccccc2)S(=O)(=O)c2ccc(C)cc2)cc1 (stereo unspecified) | 3% | 1.1% | -5% | 26% | -4% | -4% | 4% | 8%
Cc1ccc(N(CC(=O)O)S(C)(=O)=O)cc1 | 2% | -5.1% | -2% | 7% | 19% | -2% | 11% | 11%
CC(C)(C)OC(=O)NCCCC1=CC2=CC(=O)C(C)(OC(=O)c3cnc4ccccc4n3)C(=O)C2=CO1 (stereo unspecified) | 0% | -1.1% | 13% | -1% | 3% | -23% | -26% | ·
COc1ccc(C(C(=O)NC2CCCC2)N(Cc2ccc(C)cc2)C(=O)c2ccn[nH]2)cc1OC (stereo unspecified) | 0% | -2.2% | -11%[38.3 µM] | 0% | 6% | -10% | -8% | -18%[46.1 µM]
COC(=O)N/N=C/c1ccc(Oc2ccccc2)cc1 | -3% | -2.5% | 1% | 11µM* | 0% | -7% | -6% | 5%
C=CCn1c(-c2cccn(Cc3cccc(Cl)c3)c2=O)n[nH]c1=S | 9% | -2.1% | -6%[38.3 µM] | -13% | 8% | i | ? | -20%[46.1 µM]
CC(C)(C)C(=O)NC(Nc1cccc2cccnc12)C(Cl)(Cl)Cl (stereo unspecified) | -5% | 15% | 21%[38.3 µM] | -45%[inhibitor] | -31% | 8% | -7% | ?
CCCc1cc(=O)[nH]c(SCC(=O)Nc2ccc(Br)cc2Br)n1 | 2% | 0.0% | 16% | 15% | -6% | 4% | -3% | -8%
COc1ccc(CN(C(=O)c2snc(C(N)=O)c2N)C(C(=O)NC(C)(C)C)c2ccco2)cc1 (stereo unspecified) | -4% | 2.2% | -8%[38.3 µM] | 15% | 2% | -5% | ? | -32%[46.1 µM]
CC(C)Cn1nc(NC(=O)C(C)(C)C)c2cc3ccccc3nc21 | 16% | 0.7% | -5%[38.3 µM] | -5% | 4% | i | ? | -11%[46.1 µM]
CS(=O)(=O)c1cnc2c(-c3ccsc3)cnn2c1N | -1% | 1.1% | 3% | 13µM* | 8% | i | 8% | 12%
NC(=S)N/N=C1\CCSc2ccc(Cl)cc21 | · | 3.1% | · | · | 6% | -3% | ? | -5%
Cc1ccccc1C(=O)c1c[nH]c(C(=O)N2CCN(c3ccccc3F)CC2)c1 | -1% | -0.1% | 7% | -8% | 5% | i | 3% | -25%
COc1cccc(C2CCCCN2Cc2nc(-c3ccc(C)o3)oc2C)c1 (stereo unspecified) | -3% | 0.0% | 5% | · | 20% | -6% | ? | 7%
COCc1cc(C)nc2sc3c(=O)n(-c4cccc5ccccc45)nnc3c12 | -2% | -0.5% | 22%[38.3 µM] | -9% | 11% | 22% | ? | -16%[46.1 µM]
CCOC(=O)c1cc(-c2ccccc2)n(CC(=O)N2CCCC2)c1C | · | -0.6% | · | · | · | i | -4% | -26%[46.1 µM]
CSc1ccc(CN(C)CC(=O)NCc2ccc(F)cc2)cc1 | -1% | -1.4% | 0% | 0% | -7% | i | -9% | -7%
O=C(Nc1cccnc1)Nc1ccc(Br)cc1Cl | -1% | 0.1% | -1%[38.3 µM] | -9% | -11% | -2% | ? | 8%[46.1 µM]
COc1ccc(-n2c(SCC(=O)Nc3cc(C(=O)O)ccc3C)nc3ccccc3c2=O)cc1Cl | · | 1.1% | · | · | -3% | -2% | -3% | 11%
CC1C(c2ccccc2)=[N+]([O-])C2(CCCC2)N1O (stereo unspecified) | -5% | 1.2% | -8%[38.3 µM] | 8% | 1% | -3% | 2% | -21%[46.1 µM]
COC(=O)c1ccccc1NC(=O)Nc1nnc(N2CCCCC2C)s1 (stereo unspecified) | 1% | 1.0% | -9% | 3% | 4% | -8% | -8% | -2%
FC(F)Oc1ccc(NC(=S)NCCc2ccccn2)cc1 | 3% | -1.6% | -6% | -18% | 1% | -1% | 2% | -6%
CCCc1[nH]n(-c2ccc([N+](=O)[O-])cc2)c(=O)c1C(C)=NCc1ccncc1 | · | 1.1% | · | · | 21% | -15% | ? | -49%
COc1ccc(Cl)cc1S(=O)(=O)NC1CC(C)(C)NC(C)(C)C1 | -1% | -1.8% | -6% | 11% | 2% | i | 0% | 6%
C/C(=N\NC(=S)NC(C)C)c1cccc([N+](=O)[O-])c1 | -3% | 7.1% | -3% | 14% | 5% | -5% | -1% | -18%
CC1(C)OC(C(N)=O)C(C(N)=O)O1 (stereo unspecified) | -3% | -1.2% | -1%[38.3 µM] | -9% | 5% | -20% | 6% | -2%[46.1 µM]
CC1CC(C)CN(C(=O)CSc2nc(N)cc(=O)[nH]2)C1 (stereo unspecified) | 0% | -3.4% | -3% | 11% | 2% | 16% | 7% | 10%
Cc1cccn2c(=O)c(/C=N/O)c(N3CCOCC3)nc12 | 3% | 15% | -6% | 8% | -5% | -9% | 8% | 20%
COc1cccc(C(=O)NCc2ccccc2OC)c1 | 0% | -1.9% | -1%[38.3 µM] | -9% | -10% | -4% | 1% | -9%[46.1 µM]
CCN(CC)c1ccc2cc(C#N)c(=O)oc2c1 | 2% | 8.5% | -30% | · | 8% | i | ? | 60%
Cc1ccc(C(=O)Nc2ccon2)cc1S(=O)(=O)N1CCOCC1 | -5% | 0.8% | 24%[38.3 µM] | 19% | 15% | i | 4% | -1%[46.1 µM]
COC(=O)c1cn(C(=O)c2cccc(C)c2)c2ccccc12 | -1% | 4.4% | 13% | 8% | 3% | i | -2% | -32%
CC(C)=CC(=O)Nc1nnc(-c2ccccc2)s1 | 0% | -12% | 0% | 11µM* | 0% | i | ? | 2%[46.1 µM]
O=C(CCSc1ccc(Cl)cc1)NCc1ccccn1 | 0% | 4.2% | 6% | · | 20% | 6% | 9% | 3%
O=C(Cc1ccccc1)N1CCc2ccccc21 | 8% | -0.7% | 37%[38.3 µM] | -14% | -5% | -4% | -6% | 6%[46.1 µM]
O=C(Nc1c(C(=O)c2ccccc2)oc2ccccc12)c1cc(-c2ccccc2O)n[nH]1 | -1% | 0.0% | 10% | 1% | 11% | -2% | 4% | -35%
O=c1c(C(c2ccc(Br)cc2)c2c(O)nc3n(c2=O)CCCS3)c(O)nc2n1CCCS2 | · | -1.4% | · | · | 0% | -7% | 6% | -8%
Cc1ccc(OCCCNCCO)c(Br)c1 | -1% | -1.6% | -1%[38.3 µM] | -71%[inhibitor] | -5% | -4% | 6% | -1%[46.1 µM]
CCOc1ccc(C2CC(c3cccc(OC)c3)Nc3nc(N)nn32)cc1 (stereo unspecified) | 3% | 0.1% | 19%[38.3 µM] | 1% | -4% | i | -2% | -2%[46.1 µM]
O=c1cc(C(F)(F)F)c2sc(N3CCCCC3)nc2[nH]1 | -4% | 0.8% | 13%[38.3 µM] | 2% | 96%[activator] | 2% | ? | 15%[46.1 µM]
C/C=C/C(=O)N1CC2(CC(c3cccc(NC(=O)CCCCC)c3)=NO2)C[C@H]1C(N)=O (stereo partly specified) | · | 0.0% | · | · | 0% | i | -2% | 19%
O=C(O)c1cccc(N2CCCC2)c1 | 1% | -0.1% | 8%[38.3 µM] | 30% | -6% | i | ? | -10%[46.1 µM]
O=S(=O)(NC1c2cccc3cccc(c23)C1Sc1ncccn1)c1ccc(Cl)cc1 (stereo unspecified) | 0% | -1.1% | 5% | -6% | 1% | -10% | 0% | -38%
CCOc1ccc(S(=O)(=O)N(CC(=O)O)c2ccc(C)cc2)cc1 | -4% | 0.0% | 22%[38.3 µM] | 14% | 3% | -1% | 2% | -13%[46.1 µM]
CC(C)c1ccc(-c2nnn(CCC(=O)O)n2)cc1 | -1% | -1.1% | -16%[38.3 µM] | -27% | 5% | -6% | 5% | 0%[46.1 µM]
O=C(Cc1c(C(=O)O)[nH]c2ccccc12)NCCN1CCN(c2cccc(Cl)c2)CC1 | -1% | -2.0% | 24%[38.3 µM] | 25% | 1% | 4% | -15% | -4%[46.1 µM]
C/C(Cn1nnc([N+](=O)[O-])n1)=N\NC(=O)c1ccc(Cl)c(Cl)c1 | 9% | -1.0% | 5%[38.3 µM] | -5% | 9% | i | 2% | 9%[46.1 µM]
CN(C)c1ccc(NC(=O)CSc2n[nH]c(-c3ccco3)n2)cc1 | -4% | 1.1% | 22% | · | 6% | -2% | -6% | 14%
COc1ccc(-n2c(=O)c(C)nc3cnc(Nc4ccccc4)nc32)cc1 | 0% | · | -6% | -3% | 19% | -11% | · | ·
CCc1ccc(N2CCN(C(=O)N3CCOCC3)CC2)cc1 | -3% | -1.3% | 7% | 15% | -2% | 16% | -4% | 9%

Some of these compounds in order of count of non-hydrogen atoms, low to high.
SMILES | Luc counter | Epigenetic reg | IMPase Li cell | SMN2 splice enh | GoLoco inh red | RECQ1 helicase | JMJD2E inh | NPSR antagonist
O=c1cc(C(F)(F)F)c2sc(N3CCCCC3)nc2[nH]1 | -4% | 0.8% | 13%[38.3 µM] | 2% | 96%[activator] | 2% | ? | 15%[46.1 µM]
CCc1ccc(N2CCN(C(=O)N3CCOCC3)CC2)cc1 | -3% | -1.3% | 7% | 15% | -2% | 16% | -4% | 9%
CCOc1ccc(S(=O)(=O)N(CC(=O)O)c2ccc(C)cc2)cc1 | -4% | 0.0% | 22%[38.3 µM] | 14% | 3% | -1% | 2% | -13%[46.1 µM]
COc1ccc(-n2c(=O)c(C)nc3cnc(Nc4ccccc4)nc32)cc1 | 0% | · | -6% | -3% | 19% | -11% | · | ·
C/C=C/C(=O)N1CC2(CC(c3cccc(NC(=O)CCCCC)c3)=NO2)C[C@H]1C(N)=O (stereo partly specified) | · | 0.0% | · | · | 0% | i | -2% | 19%
